pCIP destab = lowers stability of the mouse p/CIP coactivator protein; F442A p/CIP-EGFP cells, EGFP fluorescence, 16 h; decrease of EGFP signal, % at 10 µM; AID 1984; hit rate 0.01% among 290,000;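 active means EGFP signal decrease of at least 30% at 10 µM or well 3 SD below plate mean, unless failing retest; inactive means the rest, including hits failing retest or dose response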; further: some compounds called inactive have numbers as strong as hits; many of its hits are not listed in these tables
IDE cell inh = inhibitors of human insulin-degrading enzyme in cells. P14735. HEK cells, FAbetaB cleavage, fluorescence polarization. inhibition, % at 5.59 µM. hit rate 0.41% among 320,000;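 active means percent inhibition above the average of all tested compounds plus 3 SD, set per screening campaign, cut at about 16% in these data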;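 further: IDE supplied by intact live HEK cells; FP after avidin binding of uncleaved biotin substrate so inhibition keeps polarization high; 0% = DMSO wells and 100% = 60 µM reference IDE inhibitor Ii1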
IDE cell activ = activators of human insulin-degrading enzyme in cells | hit rate 0.073% among 340,000 | activation, % at 5.96 µM | P14735 | HEK cells, FAbeta-B cleavage, fluorescence polarization; 0% vehicle, 100% cell-free pure enzyme wells | AID 493087;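 active means activation above the mean of all tested compounds plus 3 SD, set per screening campaign, cut at about 17% in these data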
CRFR2-BP antag = CRF-BP/CRF-R2 complex antagonism; hit rate 0.59% among 350,000; HEK293 CRF-R2/CRF-BP, CRF-induced calcium fluorescence; inhibition, % at 11.8 µM; AID 588475;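 active means inhibition of the ligand-induced calcium signal above about 50% at the single tested concentration, limit read from the data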
GalR3 antag = antagonists of human GalR3. O60755. HEK293 GalR3-CNG cAMP membrane potential fluorescence; galR3 body fused to GalR1 C-terminus. inhibition, % at 3 µM. hit rate 0.44% among 360,000. AID 651719;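 active means inhibition above the screen-wide average plus 3 SD, cut at about 13% in these data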;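 further: forskolin and galanin both at EC90 stimulate the cells; cAMP rise reported by CNG channel membrane potential dye signal; 0% = forskolin plus galanin with DMSO and 100% = forskolin alone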
Target sequence (O60755 1-299 limits assumed): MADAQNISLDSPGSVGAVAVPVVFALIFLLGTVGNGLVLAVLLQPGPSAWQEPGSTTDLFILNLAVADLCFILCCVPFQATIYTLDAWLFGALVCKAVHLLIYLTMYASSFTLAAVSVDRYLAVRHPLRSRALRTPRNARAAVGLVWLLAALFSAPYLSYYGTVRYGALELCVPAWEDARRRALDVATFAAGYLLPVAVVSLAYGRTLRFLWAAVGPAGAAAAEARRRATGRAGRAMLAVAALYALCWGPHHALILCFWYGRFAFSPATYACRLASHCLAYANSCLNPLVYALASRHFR
UBC9 SUMO inh = inhibitors of human SUMOylation (UBC9). HTRF SUMOylation assay, SAE1/SAE2 + UBC9, in vitro. inhibition, % at 35 µM. hit rate 0.36% among 290,000; in the data active means inhibition above about 50%, passing the limit was not always enough; further: strong numbers were not always called active
Target sequence (P63279 whole entry, looked up): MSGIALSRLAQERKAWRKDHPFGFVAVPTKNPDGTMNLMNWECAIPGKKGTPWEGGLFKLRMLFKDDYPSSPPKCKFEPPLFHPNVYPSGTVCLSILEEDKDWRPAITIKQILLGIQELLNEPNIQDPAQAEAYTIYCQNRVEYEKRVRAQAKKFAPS
The depositor's hits bear a star; / = no result given. A portion of the library. The share of hits here may be higher or lower than overall.

Sample of the layout (seven entries):
#	Molecule	pCIP destab	IDE cell inh	IDE cell activ	CRFR2-BP antag	GalR3 antag	UBC9 SUMO inh
1	N#Cc1ccc(C23CC4(C2)[C@H](CN(CC2CCCCC2)[C@@H]4c2ccccc2)C3c2ccc(C(F)(F)F)cc2)cc1 (some centres not stated)	0	/	/	/	-6	-2
2	COc1ccc(C)cc1NC(=O)c1cnc2sccn2c1=O	-4	/	/	/	3	4
3	CCCCCCN(C(=O)CCCCCN1C(=O)NC(c2ccc(C3CCCCC3)cc2)C(C(=O)OCc2ccccc2)=C1C)C(C(=O)NCCCC)c1ccc(OCC(=O)OC)c(C(=O)OC)c1 (configuration not stated)	-8	/	/	/	-5	0
4	C#CCOCCOCCOCCNc1nc(N2CCN(C(=O)CCCCCCCCCCNC(=O)[C@H]([C@@H](C)CC)n3cc(CCCCN=C(N)N)nn3)CC2)nc(N2CCN(C(=O)CCCCCCCCCCNC(=O)[C@H](CCCCN)n3cc(C)nn3)CC2)n1	/	-4	/	-51	/	/
5	CCC(C)[C@H]1CN=C(N)N1CC1CCCCC1 (some centres not stated)	/	4	/	0	/	/
6	OCCc1ccccc1	/	-2	/	-17	/	/
7	COC(=O)CN1C(=O)[C@H]2[C@@H](/C=C/c3ccccc3)N3C(=O)CN(Cc4ccccn4)C(=O)[C@@]3(Cc3ccccc3)[C@H]2C1=O	/	4	/	-1	/	/

The listing, repeating the preview:
#	Molecule	pCIP destab	IDE cell inh	IDE cell activ	CRFR2-BP antag	GalR3 antag	UBC9 SUMO inh
1	N#Cc1ccc(C23CC4(C2)[C@H](CN(CC2CCCCC2)[C@@H]4c2ccccc2)C3c2ccc(C(F)(F)F)cc2)cc1 (some centres not stated)	0	/	/	/	-6	-2
2	COc1ccc(C)cc1NC(=O)c1cnc2sccn2c1=O	-4	/	/	/	3	4
3	CCCCCCN(C(=O)CCCCCN1C(=O)NC(c2ccc(C3CCCCC3)cc2)C(C(=O)OCc2ccccc2)=C1C)C(C(=O)NCCCC)c1ccc(OCC(=O)OC)c(C(=O)OC)c1 (configuration not stated)	-8	/	/	/	-5	0
4	C#CCOCCOCCOCCNc1nc(N2CCN(C(=O)CCCCCCCCCCNC(=O)[C@H]([C@@H](C)CC)n3cc(CCCCN=C(N)N)nn3)CC2)nc(N2CCN(C(=O)CCCCCCCCCCNC(=O)[C@H](CCCCN)n3cc(C)nn3)CC2)n1	/	-4	/	-51	/	/
5	CCC(C)[C@H]1CN=C(N)N1CC1CCCCC1 (some centres not stated)	/	4	/	0	/	/
6	OCCc1ccccc1	/	-2	/	-17	/	/
7	COC(=O)CN1C(=O)[C@H]2[C@@H](/C=C/c3ccccc3)N3C(=O)CN(Cc4ccccn4)C(=O)[C@@]3(Cc3ccccc3)[C@H]2C1=O	/	4	/	-1	/	/
8	O=C(O)Cn1cc(F)c(=O)[nH]c1=O	/	-6	/	0	/	/
9	CC(C)=CCc1c(O)cc(O)c2c(=O)c3c(CC=C(C)C)c(O)ccc3oc12	/	-4	/	-18	/	/
10	C#CCOCCOCCOCCNc1nc(N2CCN(C(=O)C([C@@H](C)CC)n3cc(C(N)COC(=O)C(F)(F)F)nn3)CC2)nc(N2CCN(C(=O)[C@H](Cc3cc4ccccc4[nH]3)n3cc(C(N)CO)nn3)CC2)n1 (some centres not stated)	/	7	/	-5	/	/
11	COc1c(CC=C(C)C)cc(C2CC(=O)c3c(O)cc(O)cc3O2)c(CC=C(C)C)c1O (configuration not stated)	/	-1	/	1	/	/
12	COC(=O)C1=C(C(=O)OC)[C@@H]2N(C)c3ccc(OC)cc3[C@@]23C[C@@H](C(=O)OC)N(C(=O)c2cc(C)oc2C)C3=N1	/	1	/	4	/	/
13	CNC[C@H]1Oc2ccc(NC(=O)Nc3ccc(OC)cc3)cc2C(=O)N([C@@H](C)CO)C[C@H]1C	/	3	/	12	/	/
14	Cc1cc(-c2ccccc2)nc2c(Br)c(C(=O)O)nn12	/	6	/	-8	/	/
15	CCCC[C@@H]1C[C@H]1[C@@H](NC(=O)c1ccco1)c1ccccc1C(F)(F)F	/	0	/	2	/	/
16	CC(C)=CCc1c([C@@H]2CCc3ccc(O)cc3O2)cc2c(c1O)OC(C)(C)C=C2	/	4	/	-3	/	/
17	C#CCOCCOCCOCCNc1nc(N2CCN(C(=O)CCCCCCCCCCNC(=O)[C@@H](CCSC)n3cc(CCO)nn3)CC2)nc(N2CCN(C(=O)CCCCCCCCCCNC(=O)[C@H]([C@@H](C)CC)n3cc(CCCCCN)nn3)CC2)n1	/	-7	/	-73	/	/
18	CC1(C)CC[C@@]23CC[C@]4(C)[C@@](OC2=O)(C3C1)[C@H]1O[C@H]1C1[C@@]2(C)CC[C@H](O)C(C)(C)C2CC[C@]14C (some centres not stated)	/	1	/	-26	/	/
19	CCCCC(=O)O	/	-3	/	4	/	/
20	CC(C)(C)OC(=O)CNC(=O)c1[nH]cnc1C(=O)N[C@@H](CCCCN)C(=O)OC(C)(C)C	/	5	/	6	/	/
21	CC(C)=CCC12Oc3cc(O)ccc3C1(O)Oc1cc3c(c(O)c1C2=O)C=CC(C)(C)O3 (configuration not stated)	/	-4	/	11	/	/
22	COC(=O)[C@@]12OC[C@]34[C@H]([C@@H](O)[C@@H]1O)[C@@]1(C)C(=O)C(O[C@@H]5OC(CO)[C@@H](O)[C@@H](O)[C@@H]5O)=C[C@@H](C)[C@@H]1C[C@H]3OC(=O)[C@H](OC(=O)/C=C(\C)C(C)(C)OC(C)=O)[C@@H]24 (some centres not stated)	/	3	/	9	/	/
23	CC#CCN1c2ccccc2[C@]23C[C@@H](C(=O)OC)N(C(=O)c4ccc(Br)cc4)C2=NC(C(=O)OC)=C(C(=O)OC)[C@H]13	/	-7	/	2	/	/
24	CCOC(=O)C1Oc2ccccc2C(c2ccoc2)=C1C(=O)OC (configuration not stated)	/	/	-2	9	/	/
25	Cc1c2cnn(CC(=O)NCCN3CCOCC3)c(=O)c2c(C)n1Cc1ccccc1F	/	/	3	-3	/	/
26	Cc1cc(=O)oc2c(O)c(O)ccc12	/	/	2	-4	/	/
27	NC(=S)NN=C1c2cc(Cl)ccc2-c2c1cc(Cl)cc2[N+](=O)[O-]	/	/	-2	-6	/	/
28	CCOC(=O)N1CCC(NC(=O)C2CCN(Cc3nc(-c4ccc(CC)cc4)oc3C)CC2)CC1	/	/	4	18	/	/
29	COc1cccc(-c2sc3ccc(OC)cc3c2-c2ccc(OCCN3CCCC3)cc2)c1	/	/	8	17	/	/
30	COc1ccc(CNC(=O)C[C@H]2C[C@H](C(=O)N3CCCCC3)[C@@]3(CCc4ccccc4)c4[nH]c5cc(-c6ccco6)ccc5c4CCN3C2=O)cc1OC	/	/	5	-3	/	/
31	Cc1ccc(Cn2c(C)c3cnn(CC(=O)NCCN4CCOCC4)c(=O)c3c2C)cc1	/	/	1	18	/	/
32	CN=C1N(C)C[C@@H]2[C@@H]3C(=O)N(C)C(=O)[C@@H]3[C@](Cc3ccccc3)(C(=O)OC)N12	/	/	1	-7	/	/
33	O=C1[C@H](Cc2ccccc2)NCCCC[C@@H](c2ccc(Cl)cc2)N1Cc1ccccc1	/	/	3	-25	/	/
34	ON(CCc1ccccn1)CCc1ccccn1	/	/	2	-13	/	/
35	CCC(=O)Nc1nonc1-c1nc2ccccc2n1Cc1ccc(Cl)c(Cl)c1	/	/	5	2	/	/
36	CC[C@]1(C(=O)OC)[C@H]2C(=O)N(Cc3ccccc3)C(=O)[C@H]2[C@H]2CN(C)C(=NC)N21	/	/	3	6	/	/
37	Cc1cccc(C2=NN(c3ccc(Br)cc3)[C@@H](C(=O)N3CCOC3=O)[C@@H]2c2ccc(Cl)cc2)c1	/	/	4	-8	/	/
38	CCCCNC(=O)C(C1CCCCC1)N(CCN(C)C)C(=O)CCCN1C(=O)NC(c2ccc(-c3ccccc3)cc2)C(C(=O)OCc2ccccc2)=C1C (configuration not stated)	/	/	5	6	/	/
39	C=CC[C@H](CC(=O)N[C@H](CO)Cc1ccccc1)C(=O)N[C@H](COC(=O)[C@@H](CC=C)Cc1ccc(F)cc1)Cc1c[nH]c2ccccc12	/	/	4	3	/	/
40	COc1ccc(-c2sc3ccc(OC)cc3c2-c2ccc(OCCN3CCOCC3)cc2)cc1	/	/	7	7	/	/
41	C=CC(=O)Nc1cccc(N(C)c2ccnc(Nc3ccc(N4CCN(C)CC4)cc3)n2)c1	/	/	8	3	/	/
42	CCN1C[C@@H]2[C@@H]3C(=O)N(Cc4ccccc4)C(=O)[C@@H]3[C@](C)(C(=O)OC)N2C1=NC	/	/	-1	12	/	/
43	O=C(C[C@H]1C[C@H](C(=O)N2CCCCC2)[C@@]2(CCc3ccccc3)c3[nH]c4ccc(Cl)cc4c3CCN2C1=O)NCCN1CCOCC1	/	/	3	-3	/	/
44	CCN(CC)C(=O)[C@H]1C[C@H](CC(=O)NC/C=C(\C)CCC=C(C)C)C(=O)N2CCc3c([nH]c4cc(CCC(=O)N(C)C)ccc34)[C@]12C	/	/	2	67*	/	/
45	C[C@@H]1C(c2cccc(Cl)c2)=NN(c2ccc(Br)cc2)[C@H]1C(=O)N1CCOC1=O	/	/	2	-7	/	/
46	Nc1[nH]c(=O)[nH]c(=O)c1N=Cc1ccccc1	/	/	5	-2	/	/
47	CC[C@]12c3[nH]c4ccc(OC)cc4c3CCN1C(=O)C(CC(=O)NCC13CC4CC(CC(C4)C1)C3)C[C@@H]2C(=O)N1CCN(C(=O)c2ccco2)CC1 (some centres not stated)	/	/	4	3	/	/
48	O=C1C(Br)=C(c2ccccc2)C(c2ccccc2)=C1c1ccccc1	/	/	1	-19	/	/
49	CC1CCN(S(=O)(=O)c2ccc(NC(=O)C3CCCCC3C(=O)O)cc2)CC1 (configuration not stated)	/	/	4	9	/	/
50	O=C1OCCN1C(=O)[C@H]1[C@H](c2ccc(F)cc2)C(c2ccccc2)=NN1c1ccc(Br)cc1	/	/	-2	-4	/	/

Taken from above.
Nc1[nH]c(=O)[nH]c(=O)c1N=Cc1ccccc1 in IDE cell activ: 5
CC1CCN(S(=O)(=O)c2ccc(NC(=O)C3CCCCC3C(=O)O)cc2)CC1 (configuration not stated) in CRFR2-BP antag: 9
CCN(CC)C(=O)[C@H]1C[C@H](CC(=O)NC/C=C(\C)CCC=C(C)C)C(=O)N2CCc3c([nH]c4cc(CCC(=O)N(C)C)ccc34)[C@]12C in CRFR2-BP antag: 67*
O=C1C(Br)=C(c2ccccc2)C(c2ccccc2)=C1c1ccccc1 in IDE cell activ: 1
CC[C@]12c3[nH]c4ccc(OC)cc4c3CCN1C(=O)C(CC(=O)NCC13CC4CC(CC(C4)C1)C3)C[C@@H]2C(=O)N1CCN(C(=O)c2ccco2)CC1 (some centres not stated) in CRFR2-BP antag: 3

Going on with the list:
#	Molecule	pCIP destab	IDE cell inh	IDE cell activ	CRFR2-BP antag	GalR3 antag	UBC9 SUMO inh
51	COc1cc(O)c2c(=O)c3c(O)c(O)ccc3oc2c1OC	/	/	4	-11	/	/
52	CN(C)c1c([N+](=O)[O-])cc(N2C(=O)C=CC2=O)cc1[N+](=O)[O-]	/	/	13	-5	/	/
53	Cc1c2cc[n+](CCN3CCCCC3)cc2c(C)c2c1[nH]c1ccc(O)cc12	/	/	6	-7	/	/
54	CCOc1cc(C(=O)N(CC)CC(=O)Nc2c(F)cccc2F)ccc1OCC(=O)N1CCOCC1	/	/	-4	6	/	/
55	COC(=O)c1cc2c(n1S(=O)(=O)c1ccc(C)cc1)C(=O)C(=O)c1[nH]cc(C(=O)OCc3ccccc3)c1-2	/	/	0	5	/	/
56	CC(O)(P(=O)(O)O)P(=O)(O)O	/	/	7	22	/	/
57	C=CS(=O)(=O)N(Cc1ccc(Cl)c(Cl)c1)C[C@@H](O)CO	/	/	3	4	/	/
58	Cc1ccccc1C1CC(=O)Oc2cc(O)ccc21 (configuration not stated)	/	/	-2	-9	/	/
59	Cc1cc(O)c2c(c1)C(=O)[C@@]13Oc4c5c(c(O)c6c(O)cc(C)cc46)C(=O)C[C@H](O)[C@H]5[C@@H]1[C@@H](O)CC(=O)C3=C2O	/	/	7	1	/	/
60	CC(C)(C)NC(=O)C(c1ccc(-c2ccccc2)cc1)N(C[C@H]1CC[C@@H]([C@@H]2CC[C@H](CO)O2)O1)C(=O)c1ccccc1F (some centres not stated)	/	/	-8	-10	/	/
61	CN(CCOc1ccc(Cl)cc1)C(=O)c1cccc(S(=O)(=O)N2CCN(c3ccc(F)cc3)CC2)c1	/	/	2	-3	/	/
62	Cc1ccc2c(=O)n3c(nc2c1)C(Cc1ccccc1)NC(=O)c1ccc(Cl)cc1-3 (configuration not stated)	/	-1	/	/	-2	/

Screening data (PubChem)
